SRC2 inh: inhibits human steroid receptor coactivator 2 | 0.17% of 370,000 active | AID 651957 | inhibition, % at 9 µM | HEK293 GAL4-SRC2 luciferase reporter, luminescence;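 active = inhibition above the mean inhibition of all tested compounds plus 3 SD, set per campaign, cut at about 52% in these data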;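 also: 0% = DMSO treated cells and 100% = cells given Gossypol at 36 µM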
EBV LMP1 NFkB: inhibitors of Epstein-Barr LMP1-induced NF-kappaB reporter. AID 504558. 0.69% of 350,000 active. inhibition, % at 12.5 µM. LMP1-induced NF-kappaB luciferase reporter cells, luminescence; in the data active = inhibition above about 41%;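 also: 0% = neutral control wells and 100% = reference inhibitor control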
LRH-1 inv ag: inverse agonists of human LRH-1 (NR5A2); O00482; HEK293T StAR-luciferase reporter, LRH-1 transfected, 24 h; inhibition, % at 3.6 µM; 0.13% of 360,000 active; AID 602396;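 active = inhibition above the mean inhibition of all tested compounds plus 3 SD, cut at about 73% in these data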;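 also: 0% = DMSO wells and 100% = reporter-only cells lacking LRH-1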
NR2F2 inh: NR2F2 (human) inhibition, primary screen; AID 686940; HEK293T NGFI-A luciferase reporter, luminescence; 0.7% of 370,000 active; inhibition, % at 8.6 µM;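 active = inhibition above a per-plate cutoff, mean inhibition of test wells between control levels plus 3 SD, cut at about 38% in these data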;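 also: cells cotransfected with COUP-TFII expression vector driving the NGFI-A reporter; 0% = median of COUP-TF2 test wells and 100% = reporter-only cells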
NCOA1 inh: human NCOA1 inhibition. Q15788. HEK293 GAL4-SRC1 luciferase reporter, luminescence. inhibition, % at 3.6 µM. 0.12% of 360,000 active. AID 588354;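 active = inhibition above the campaign mean plus 3 SD, with each screening campaign given its own cutoff, cut at about 60% in these data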;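 also: 0% = DMSO treated cells and 100% = gossypol at 36 µM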
NCOA3 inh: inhibits human SRC3 coactivator. HEK293 GAL4-SRC3 luciferase reporter, luminescence. Q9Y6Q9. AID 588352. inhibition, % at 3.6 µM. 0.17% of 360,000 active;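 active = inhibition above a per-campaign cutoff, the mean of all compounds plus 3 SD, cut at about 60% in these data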;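 also: 0% = DMSO-treated cells and 100% = gossypol-treated cells at 36 µM; higher means less SRC3-driven luciferase light from the GAL4 reporter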
NOD2 RIPK2 PPI: NOD2-RIPK2 protein interaction inhibition | CHO BLA complementation NOD2-RIPK2, CCF4 ratio | inhibition, % at 4.98 µM | 0.38% of 360,000 active | AID 624267; in the data active = inhibition above about 21%;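 also: 0% = vehicle only and 100% = reference blocker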
TROY signal inh: blocks TROY-dependent signaling in reporter cells. 0.98% of 360,000 active. AID 1347056. inhibition, % at 10 µM. Q293 LMP1-TROYcd NF-kB luciferase reporter, 4 h;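 active = compounds whose plate-normalised and pattern-corrected inhibition of the luciferase reporter signal at the single screening dose is 50% or more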
Vif inh: inhibitors of HIV Vif. inhibition, % at 7.49 µM. 0.35% of 340,000 active. HEK293T cells, Vif self-association by quenched fluorescence, imaging, 24 h; in the data active = inhibition above about 50%, passing the limit was not always enough; also: some results filed as inactive read as strong as hits
C8 TRAIL sens: sensitizes caspase-8 expressing cells to TRAIL; NB7+C8 cells + TRAIL, ATPlite viability luminescence; inhibition (viability loss, TRAIL sensitization), % at 10 µM; 1% of 360,000 active;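 active = compounds causing at least 50% loss of cell viability in the single-dose screen, relative to plate controls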
TLR9-MyD88 inh: blocks human TLR9 binding to MyD88 | Q9NR96+Q99836 | CHO BLA complementation TLR9-MyD88, CCF4 FRET ratio | inhibition, % at 4.98 µM | 0.21% of 340,000 active | AID 504734;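 active = inhibition above the mean over all tested compounds plus 3 SD, cut at about 21% in these data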;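 also: 0% = DMSO only wells and 100% = clavulanate BLA inhibitor control wells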
* = called active by the depositor; x = not tested or not shown. Not all compounds are listed (hit frequency here may not be typical).

SMILES	SRC2 inh	EBV LMP1 NFkB	LRH-1 inv ag	NR2F2 inh	NCOA1 inh	NCOA3 inh	NOD2 RIPK2 PPI	TROY signal inh	Vif inh	C8 TRAIL sens	TLR9-MyD88 inh
CN(C)c1cccc(C(=O)OCCNC(=O)c2cccc(S(=O)(=O)N3CCOCC3)c2)c1	2	18	5	17	-9	8	5	4	2	-5	4
O=C(N/C=N/O)C(c1ccccc1)c1ncc(C(F)(F)F)cc1Cl (centres undefined)	-8	3	-15	0	7	-2	4	6	10	8	-7
CC(NS(=O)(=O)c1ccccc1)C(=O)NC1CCCC1 (centres undefined)	10	-10	-26	-2	-1	-3	-13	19	-7	-15	-3
Cn1c(NC(=O)C2c3ccccc3Oc3ccccc32)cc(=O)n(C)c1=O	-1	-3	-1	-11	1	-22	-6	9	-10	12	5
Cc1cc(Nc2cccc(C(=O)O)c2)n2ncnc2n1	-6	7	6	-3	-7	-15	6	-10	7	-3	2
CNC(=S)N(Cc1ccc(Cl)cc1)Cc1cccs1	1	-3	15	10	-8	8	-3	7	-2	0	1
c1ccc(SCc2nc3ccccc3[nH]2)nc1	-19	-14	-41	-3	-45	-59	-7	-24	x	-8	-10
Cc1ccc(N2CC(C(=O)Nc3ccccc3OC(F)F)CC2=O)cc1 (centres undefined)	-5	-1	3	2	-2	4	-5	-11	6	7	6
COC(=O)c1ccccc1NC(=S)N1CCN(c2ccccc2)CC1	-22	9	-2	-38	-15	-6	6	11	30	10	-2
Cc1ccc(CCN2CC(C(=O)NCCN(C)C)CC2=O)cc1 (centres undefined)	-12	6	13	-1	-25	-9	0	12	-3	-7	-4
Cc1ccc(-c2noc(C3CCCN(C(=O)c4cccc([N+](=O)[O-])c4)C3)n2)o1 (centres undefined)	-21	-14	-23	-22	-4	-30	1	-9	0	-13	-9
NC(CC(=O)OC1CCCCC1)C(=O)OC1CCCCC1 (centres undefined)	-13	-3	7	3	7	-4	0	16	6	14	-10
CC1(C(=O)NS(=O)(=O)c2cccc(Cl)c2)CCN1C(=O)Cc1cccs1 (centres undefined)	-14	x	-19	8	-1	-15	-20	-24	-3	-9	x
COc1cc(-c2c(-c3ccc4c(c3)OCO4)noc2-c2ccsc2)ccc1F	-7	-3	-22	-7	-8	7	1	-40	6	-5	7
COc1ccc(CCC(=O)NNC(=O)Nc2ccc(OC)c(OC)c2)cc1	5	4	12	9	7	-15	0	-32	12	-19	0
COc1ccc(-n2nc(C(=O)NCC(=O)Nc3cc(Cl)c(OC)cc3OC)c3ccccc3c2=O)cc1	-7	5	4	4	0	4	2	9	17	9	-9
C=CCn1c(-c2cccc(S(=O)(=O)N(CC)CC)c2)n[nH]c1=S	6	-5	-6	-5	6	9	4	8	5	0	2
CCN(C(=O)CSc1nnc2nc(C)cc(C)n12)c1ccccc1	-15	2	3	4	1	17	0	11	-7	-11	-10
COc1ccc2[nH]c3c(c2c1)CCN1C(=O)N([C@@H](C)C(=O)NC2CC2)C(=O)[C@]31C	17	-2	4	10	11	10	-3	0	-1	-10	10
Cc1csc(NC(=O)c2cc[n+]([O-])cc2)n1	4	-6	0	-12	-6	0	6	-2	3	-3	-10
CC1(C)N=C(N)N=C(N)N1c1ccc(CCCCc2ccccc2)cc1	51	54*	80*	70*	38	46	-7	21	-5	65*	3
CCCCC(=O)Nc1ccc(NC(=O)c2ccco2)cn1	-8	-9	-43	-15	-58	-6	-3	1	-4	-11	0
C[C@H](CO)N1C[C@H](C)[C@@H](CN(C)Cc2cccc(C(F)(F)F)c2)OCc2cnnn2CCCC1=O	6	2	-23	9	12	6	8	4	x	-7	-1
CCOC(=O)c1ccccc1NC(=O)COC(=O)CSc1ccccc1	-12	4	7	-11	-14	11	2	-26	-9	0	-11
O=C(NC1CC1)c1cc2cc3ccccc3nc2s1	-41	-10	-93	-53	-50	-69	-4	-54	0	22	0
CC1CC1C(=O)Nc1ccc(S(=O)(=O)N2CCCCC2)cc1 (centres undefined)	12	7	12	-13	-85	17	-1	7	3	-10	-3
CC(=O)Nc1ccc(S(=O)(=O)N(C)CC(=O)OCC(=O)NNC(=O)c2ccccc2F)cc1	-3	4	6	-1	-8	-18	-3	12	14	-1	-6
CC(=O)Nc1ccc2c(c1)Cc1c-2cc(Br)c(N)c1Br	-68	0	-12	-11	-30	-49	4	-38	25	-6	-2
O=C(O)CCNS(=O)(=O)c1ccc2c(c1)CCCC2	4	11	13	4	10	9	-14	5	0	-6	5
CCCC(C(=O)NC1CCCC1)N(Cc1ccc2c(c1)OCO2)C(=O)c1snc(C(N)=O)c1N (centres undefined)	2	0	20	-6	11	23	2	-4	1	5	-4

Just LRH-1 inv ag, for some of the entries so far:
structure	LRH-1 inv ag
O=C(O)CCNS(=O)(=O)c1ccc2c(c1)CCCC2	13
CCCC(C(=O)NC1CCCC1)N(Cc1ccc2c(c1)OCO2)C(=O)c1snc(C(N)=O)c1N (centres undefined)	20

12 structures from above, arranged by number of heavy atoms, lowest first:
SMILES	SRC2 inh	EBV LMP1 NFkB	LRH-1 inv ag	NR2F2 inh	NCOA1 inh	NCOA3 inh	NOD2 RIPK2 PPI	TROY signal inh	Vif inh	C8 TRAIL sens	TLR9-MyD88 inh
Cc1csc(NC(=O)c2cc[n+]([O-])cc2)n1	4	-6	0	-12	-6	0	6	-2	3	-3	-10
O=C(O)CCNS(=O)(=O)c1ccc2c(c1)CCCC2	4	11	13	4	10	9	-14	5	0	-6	5
CC(=O)Nc1ccc2c(c1)Cc1c-2cc(Br)c(N)c1Br	-68	0	-12	-11	-30	-49	4	-38	25	-6	-2
CCCCC(=O)Nc1ccc(NC(=O)c2ccco2)cn1	-8	-9	-43	-15	-58	-6	-3	1	-4	-11	0
CC1CC1C(=O)Nc1ccc(S(=O)(=O)N2CCCCC2)cc1 (centres undefined)	12	7	12	-13	-85	17	-1	7	3	-10	-3
C=CCn1c(-c2cccc(S(=O)(=O)N(CC)CC)c2)n[nH]c1=S	6	-5	-6	-5	6	9	4	8	5	0	2
CCN(C(=O)CSc1nnc2nc(C)cc(C)n12)c1ccccc1	-15	2	3	4	1	17	0	11	-7	-11	-10
CCOC(=O)c1ccccc1NC(=O)COC(=O)CSc1ccccc1	-12	4	7	-11	-14	11	2	-26	-9	0	-11
COc1ccc2[nH]c3c(c2c1)CCN1C(=O)N([C@@H](C)C(=O)NC2CC2)C(=O)[C@]31C	17	-2	4	10	11	10	-3	0	-1	-10	10
CC(=O)Nc1ccc(S(=O)(=O)N(C)CC(=O)OCC(=O)NNC(=O)c2ccccc2F)cc1	-3	4	6	-1	-8	-18	-3	12	14	-1	-6
CCCC(C(=O)NC1CCCC1)N(Cc1ccc2c(c1)OCO2)C(=O)c1snc(C(N)=O)c1N (centres undefined)	2	0	20	-6	11	23	2	-4	1	5	-4
COc1ccc(-n2nc(C(=O)NCC(=O)Nc3cc(Cl)c(OC)cc3OC)c3ccccc3c2=O)cc1	-7	5	4	4	0	4	2	9	17	9	-9

New compounds follow
SMILES	SRC2 inh	EBV LMP1 NFkB	LRH-1 inv ag	NR2F2 inh	NCOA1 inh	NCOA3 inh	NOD2 RIPK2 PPI	TROY signal inh	Vif inh	C8 TRAIL sens	TLR9-MyD88 inh
CCc1cc(=O)oc2cc(OC(C)C(=O)NCC(O)c3ccccc3)c(Cl)cc12 (centres undefined)	-12	-3	13	5	4	-1	-14	6	7	0	-10
COc1ccccc1NC(=O)Cn1nnc(C(=O)NCc2cccs2)c1N	14	7	10	-27	5	-19	3	19	-1	18	2
O=C(c1ccc([N+](=O)[O-])cc1)N(Cc1ccc(Cl)cc1)N1C(=O)CCCC1=O	-10	1	-6	-2	10	-9	-3	-12	-11	-1	0
O=C(Nc1ccc(F)c(F)c1)c1ccc2c(c1)OCO2	-14	-38	-122	-50	-79	-62	-1	-45	-1	19	4
COc1cccc(-n2nnc3c(=O)n(Cc4ccccc4F)cnc32)c1	-34	-6	-15	-7	2	-21	9	-22	0	0	12
CCn1c(C)cc(/C=C2\NC(=O)N(CC(=O)Nc3cccc(C)c3)C2=O)c1C	3	-3	6	6	-19	-1	2	1	0	-20	8
Cc1cc(CNC(=O)CCc2nnc(CCCc3ccccc3)o2)nn1C	-37	-13	-27	11	-15	-21	-12	-29	6	1	5
Cc1cc(S(=O)(=O)NCC(=O)O)ccc1F	12	0	11	1	14	12	-2	-11	0	5	2
CS(=O)(=O)c1cccc(C(=O)NC(c2ccccc2)c2ccccc2)c1	-9	3	-7	-2	12	17	-7	-6	x	-5	6
Cc1[nH]n(-c2ccccc2)c(=O)c1/C=N/n1c(C)nc2ccccc2c1=O	-2	-19	28	-5	9	14	-6	-39	0	34	3
CN(C(=O)CSc1nnc(-c2ccc(Cl)cc2)n1CC1CCCO1)C1CCS(=O)(=O)C1 (centres undefined)	17	-3	6	-4	-6	13	-3	7	4	-25	-1
CC(=O)c1c(C)[nH]c(C(=O)OCC(=O)NCCc2ccc(Cl)cc2)c1C	13	2	3	0	11	-15	7	5	x	16	-1
CCn1c(SCC(N)=O)nc2sc3c(c2c1=O)CCN(C)C3	-3	-1	8	-9	8	12	-10	-9	4	5	0
O=C(Nc1cccc(NC(=O)c2ccccc2)n1)c1ccccc1	-33	1	-1	6	6	-14	6	-18	2	4	4
CCOc1ccccc1N	-3	2	12	-22	-23	14	-5	-11	-4	-13	7
Cc1cccc(NC(=O)C(=O)NCCCN2CCOCC2)c1	-18	-6	-1	-22	-24	-7	2	1	1	-1	-14
COc1ccc(N2C(=NC(=O)CCCc3ccccc3)SC3CS(=O)(=O)CC32)cc1 (centres undefined)	20	0	2	7	-14	9	4	-12	-5	-14	-2
O=C(N/N=C/c1ccncc1)c1ccc(OCc2ccccc2)cc1	-15	-11	-16	-4	8	-3	-11	0	-4	-15	-7
COc1ccc(C=NNc2ccc([N+](=O)[O-])cn2)cc1	-50	-31	-45	-58	-80	-112	2	-26	-1	23	-1
CCn1cc(/C=C(\NC(=O)c2ccccc2F)C(=O)N2CCOCC2)c2ccccc21	x	9	1	x	-12	-9	-1	4	41	9	6
CC(C)c1ccc(NC(=O)COC(=O)c2cc(=O)[nH]c3ccccc23)cc1	-7	-5	1	5	-1	-18	-2	3	-2	10	4
CC(=O)Nc1c(O)nc(SCC(=O)Nc2nnc(CC(C)C)s2)[nH]c1=O	21	-1	-5	3	-8	7	-7	3	29	-24	-6
CCOC(=O)Cc1cc(=O)n2[nH]cc(-c3cccc(Br)c3)c2n1	18	-4	12	5	-5	12	-6	11	-4	-9	0
CNC(=O)C[C@H]1C(=O)N(c2ccccc2)C[C@@H]1C	6	5	-1	-8	18	-14	-12	0	x	-11	-12
COc1ccc(-n2nc3c(c2NC(=O)c2ccccc2S(=O)(=O)C(F)F)CS(=O)(=O)C3)cc1	-22	2	6	-8	-4	19	-2	-1	0	-2	-4
